Assay outcomes: PubChem BioAssay, several laboratories
MITF act – activators of MITF-driven TRPM1 promoter activity in SK-MEL-5 cells. hit rate 0.75% among 300,000. SK-MEL-5 TRPM1-promoter luciferase, 24 h; % of positive control, neutral wells = 0. activation, % at 12.5 µM. AID 588334;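 active means mean activation of at least 80% with every replicate also reaching 80%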;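 further: 0% = neutral control wells and 100% = parthenolide positive control wells; values of inactives mirror those of a sister screen read the other way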
AddAB inh – less growth of phage-infected E. coli with AddAB; E. coli expressing H. pylori AddAB, absorbance growth; inhibition, % at 11.9 µM; hit rate 0.29% among 330,000; AID 435030; in the data active means inhibition above about 12%;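 further: 0% = vehicle wells of infected cells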
SR-BI uptake up – enhances SR-BI lipid uptake from DiI-HDL; CHO ldlA[mSR-BI] cells, DiI-HDL uptake fluorescence, 3 h; 100 = double the neutral-control signal; activation, % at 12.5 µM; hit rate 0.096% among 320,000;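 active means mean replicate activation of at least 60% and every replicate at or above 60%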;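 further: 0% = median plate neutral-control signal and 100% = twice that signal; values of inactives mirror those of a sister screen read the other way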
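System: CHO ldlA[mSR-BI] cells / Medium: HEPES-buffered (25 mM, pH 7.4) F12 plus 0.5% BSA / Probe or stimulus: labelled HDL, 10 µg/mL / Doses: single compound concentration, delivered by pin transfer / Schedule: 3 h, 37 °C / Measured by: DiI fluorescence, bottom read / Measure: cell-associated DiI fluorescence as measure of HDL uptake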
SR-BI DiI inh – inhibitors of mouse SR-BI mediated HDL lipid uptake; hit rate 0.96% among 320,000; AID 488896; ldlA[mSR-BI] CHO cells, DiI-HDL uptake fluorescence, 3 h; inhibition, % at 12.5 µM; Q61009;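 active means mean replicate inhibition of at least 70% and a set share of replicates each scoring 70 or more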;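 further: 0% = median of neutral control wells and 100% = median of positive control wells; values of inactives mirror those of a sister screen read the other way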
Target sequence (Q61009 whole entry, looked up): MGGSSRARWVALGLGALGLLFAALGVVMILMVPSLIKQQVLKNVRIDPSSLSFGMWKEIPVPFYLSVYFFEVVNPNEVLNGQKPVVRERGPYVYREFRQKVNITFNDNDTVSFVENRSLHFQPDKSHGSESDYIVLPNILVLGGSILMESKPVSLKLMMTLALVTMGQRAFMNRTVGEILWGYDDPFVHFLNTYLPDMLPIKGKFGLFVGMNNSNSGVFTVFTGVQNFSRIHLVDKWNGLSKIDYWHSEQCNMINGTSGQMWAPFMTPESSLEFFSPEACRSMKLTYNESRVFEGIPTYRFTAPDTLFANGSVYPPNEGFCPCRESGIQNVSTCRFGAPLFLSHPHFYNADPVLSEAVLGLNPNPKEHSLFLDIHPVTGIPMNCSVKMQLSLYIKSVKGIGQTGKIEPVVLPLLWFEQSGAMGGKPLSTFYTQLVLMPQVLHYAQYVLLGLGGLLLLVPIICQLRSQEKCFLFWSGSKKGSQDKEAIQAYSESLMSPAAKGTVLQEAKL
E coli growth – bacterial growth inhibition, counter-screen for AddAB inhibitors; E. coli V3065 growth, OD600 absorbance, 18 h; inhibition, % at 11.9 µM; hit rate 0.27% among 330,000; AID 449728;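 active means inhibition above the campaign's mean inhibition across all tested compounds plus 3 SD, cut at about 9.9% in these data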;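 further: uninfected addAB+ strain grown without phage in ampicillin broth; 0% = DMSO wells and 100% = ciprofloxacin 0.95 µg/ml wells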
Wnt act – activators of Wnt/beta-catenin signaling; Wnt/beta-catenin reporter cell assay, activator, plate reader; AID 743398; hit rate 1.2% among 300,000; activation, % at 9.35 µM; in the data active means activation above about 30%, passing the limit was not always enough;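 further: 0% = neutral control wells and 100% = positive control wells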
CAL PDZ FP-1 – human CAL PDZ-peptide interaction inhibition; purified CAL PDZ, TMR-peptide fluorescence polarization, 1 h; inhibition, % at 20 µM; hit rate 0.02% among 330,000; AID 504414;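 active means highest replicate inhibition of at least 40%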;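 further: plate controls were DMSO neutral control wells for no effect and unlabeled competitor peptide control wells for full effect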
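Material – purified CerCALP PDZ construct · Detection – FP readout, S and P plane fluorescence · Measure – percent inhibition from loss of millipolarization · Controls – unlabelled peptide for full inhibition, DMSO wells as neutral · Probe or stimulus – TMR-labelled reporter peptide T*-PRC34 bound in PDZ groove · Times – 1 h at RT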
phage Ecoli inh – E. coli growth loss with phage present; growth absorbance; inhibition, % at 11.9 µM; hit rate 0.26% among 360,000; AID 651602; in the data active means inhibition above about 11%
Tat export inh – blocks Tat-dependent protein export in E. coli. inhibition, % at 10 µM. AID 488895. E. coli MC4100 TorA-mCherry Tat export, fluorescence. hit rate 0.036% among 340,000;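 active means mean replicate inhibition at least 50% and at least half of replicates individually reaching 50%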;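 further: exported cargo escapes ClpAP degradation while cytoplasmic cargo is degraded and loses fluorescence; 0% = median of neutral control wells and 100% = median of NaSCN control wells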
CAL PDZ FP-2 – CAL PDZ (human) peptide binding inhibition | AID 602252 | hit rate 0.92% among 300,000 | inhibition, % at 24.9 µM | purified CAL PDZ, TMR-peptide fluorescence polarization, 1 h;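 active means mean inhibition of at least 30% with at least half of replicates also reaching 30%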;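 further: 0% = DMSO neutral control and 100% = excess unlabeled competitor peptide PRC23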
* hit, by the source's call; / = not tested or not shown.

SMILES | MITF act | AddAB inh | SR-BI uptake up | SR-BI DiI inh | E coli growth | Wnt act | CAL PDZ FP-1 | phage Ecoli inh | Tat export inh | CAL PDZ FP-2
CC(NC(=O)CCC(=O)NCc1ccc(F)cc1)c1ccccc1 (centres undefined) | 1 | 4.2 | 1 | -1 | 0.1 | 4 | -0.8 | -1.4 | 0 | 88*
CN(C(=O)COC(=O)c1ccc(S(=O)(=O)N2CCOCC2)cc1)C1CCCCC1 | 5 | 0.5 | 12 | -12 | -0.4 | -1 | -0.3 | 2.5 | 5 | 2
N#Cc1ccccc1COC(=O)c1ccc2c(c1)OCCO2 | 11 | / | 6 | -6 | / | -4 | -1.3 | 3.4 | 8 | 1
COc1ccc(CN2C(=O)NC3(CCOc4ccccc43)C2=O)cc1F (centres undefined) | -6 | 3.2 | 31 | -31 | 0.9 | 7 | -0.7 | 3.3 | -2 | 0
C=CCNC(=O)CC12CC3CC(C1)CC(CC(=O)NCC=C)(C3)C2 | -5 | 1.7 | 10 | -10 | 2.1 | 0 | -5.1 | 3.0 | 7 | -2
N#CCCOC1(C#CCN2CCCC2)CCCCC1 | / | -0.7 | 3 | -3 | -1.8 | 1 | -0.7 | -1.9 | -1 | -4
O=C(OCC(=O)N(C1CCCCC1)C1CCCCC1)c1ccc(O)cc1 | 0 | 3.4 | 3 | -3 | 0.2 | -1 | 0.6 | 1.1 | -8 | 0
CCCCCCNC(=O)c1ncn[nH]1 | 4 | 3.3 | 10 | -10 | 1.9 | 0 | -0.9 | 1.0 | -2 | /
O=C(Nc1cc(C(F)(F)F)ccc1-n1cncn1)c1cn2ccccc2n1 | 14 | 0.8 | -46 | 46 | -1.5 | 4 | -0.4 | 2.9 | -1 | -2
CN(C)c1ccc(C2Nc3ccccc3C(=O)N2CCN2CCNC2=O)cc1 (centres undefined) | 6 | -2.1 | 7 | -7 | -2.5 | 2 | -0.4 | 2.0 | -4 | 10
COc1ccccc1CNC(=O)COC(=O)c1ccc(NC(N)=O)cc1 | / | 0.7 | 29 | -29 | -0.4 | / | -1.6 | 2.1 | 1 | /
O=C(COC(=O)c1cncc(Br)c1)Nc1ccc(F)c(F)c1F | -4 | / | -8 | 8 | / | -6 | -3.4 | 4.0 | 6 | -5
C[C@H]1COC(=O)[C@@H](Cc2ccc(F)cc2)C/C=C\C[C@H](CC(=O)N(CCO)Cc2ccccc2)C(=O)N1 | -3 | 2.6 | 12 | -12 | -2.5 | -5 | -0.3 | 0.9 | 3 | -1
COc1ccccc1Nc1nc2ccccc2n1C | 92* | -1.4 | -8 | 8 | -1.0 | 14 | 0.1 | 1.4 | -3 | 5
CCn1cc(C(=O)Nc2sc(C)c(C)c2C(=O)OC)cn1 | 9 | -1.0 | -18 | 18 | -1.2 | -2 | -2.1 | -0.7 | 2 | -3

Fetched by structure from the list above (3):
SMILES | MITF act | AddAB inh | SR-BI uptake up | SR-BI DiI inh | E coli growth | Wnt act | CAL PDZ FP-1 | phage Ecoli inh | Tat export inh | CAL PDZ FP-2
CCn1cc(C(=O)Nc2sc(C)c(C)c2C(=O)OC)cn1 | 9 | -1.0 | -18 | 18 | -1.2 | -2 | -2.1 | -0.7 | 2 | -3
C[C@H]1COC(=O)[C@@H](Cc2ccc(F)cc2)C/C=C\C[C@H](CC(=O)N(CCO)Cc2ccccc2)C(=O)N1 | -3 | 2.6 | 12 | -12 | -2.5 | -5 | -0.3 | 0.9 | 3 | -1
CN(C)c1ccc(C2Nc3ccccc3C(=O)N2CCN2CCNC2=O)cc1 (centres undefined) | 6 | -2.1 | 7 | -7 | -2.5 | 2 | -0.4 | 2.0 | -4 | 10

Additional compounds follow.
SMILES | MITF act | AddAB inh | SR-BI uptake up | SR-BI DiI inh | E coli growth | Wnt act | CAL PDZ FP-1 | phage Ecoli inh | Tat export inh | CAL PDZ FP-2
C=CCN1CCN(C(=O)CCCc2ccccc2)CC1 | / | 2.5 | 27 | -27 | -2.8 | -7 | -1.0 | -0.3 | 1 | -3
S=c1nc[nH]c2c1cnn2Cc1ccccc1 | / | / | -2 | 2 | / | -2 | -1.4 | 5.5 | 1 | 4
CCc1ccccc1NS(=O)(=O)c1ccc2[nH]cc(C(=O)NCC3CCCO3)c(=O)c2c1 (centres undefined) | -5 | 1.5 | -2 | 2 | -0.2 | -5 | -1.1 | 0.8 | 8 | -4
CC(Sc1nncn1C)C(=O)Nc1nnc(C(C)C)s1 (centres undefined) | 3 | -2.4 | 19 | -19 | 2.1 | 1 | -0.1 | 3.9 | -9 | 0
Cc1cccc(NC(=O)c2cccc(S(=O)(=O)N3CCCCC3)c2)c1 | / | 3.4 | / | / | 2.0 | -1 | -0.8 | 0.9 | 5 | 2
Cc1ccc(OCC(=O)NCCCNC(=O)c2ccccn2)cc1C | -2 | 4.4 | / | / | 1.0 | -3 | -1.4 | 3.0 | 6 | /
CCOC(=O)C1(CCc2ccccc2)CCN(Cc2ccc(O)cc2)CC1 | -5 | 2.1 | -10 | 10 | 1.5 | -1 | -2.2 | 4.6 | -4 | 0
COC(=O)c1ccc(NC(=S)NC2CC2)cc1 | 3 | -2.5 | 20 | -20 | -0.3 | 2 | -1.9 | 2.9 | -1 | -1
CC(=O)Nc1ccc(NC2CCCCC2NS(=O)(=O)c2ccccc2)cc1 (centres undefined) | 1 | -1.6 | 5 | -5 | -1.4 | 2 | -2.4 | 1.1 | 3 | 2
CCN(C[C@H]1N[C@@](C)(C(=O)OC)[C@H]2C(=O)N(C)C(=O)[C@@H]12)C(=O)Nc1ccc(Cl)cc1 | 4 | 4.4 | 24 | -24 | 0.2 | 1 | -0.2 | 2.8 | 4 | -3
CC(C)Nc1nnc(SCC(=O)Nc2sccc2C#N)s1 | -6 | 1.1 | 12 | -12 | 0.3 | 4 | -0.5 | 1.8 | 5 | 3
CCc1ccccc1NC(=S)N(CCN1CCCCCC1)Cc1ccco1 | 3 | 0.7 | 4 | -4 | 0.9 | -1 | -0.9 | 0.3 | -8 | -4
COc1ccc(-n2c(C)ccc2C)c([N+](=O)[O-])c1 | -9 | -0.3 | 1 | -1 | -1.6 | 0 | -2.1 | 0.7 | 7 | -4
CCOC(=O)Nc1ccc2c(c1)N(C(=O)CCN1CCN(C)CC1)c1ccccc1S2 | 6 | 0.0 | 13 | -13 | -1.1 | / | -0.6 | 2.1 | 6 | /
O=C(Nc1ccc(Cl)cc1)Nc1ccc(Oc2cccnc2)nc1 | / | 4.7 | 9 | -9 | -0.5 | 10 | -0.8 | 2.4 | -3 | -4

3 of the entries above in order of their number in CAL PDZ FP-1, smallest number first.
Molecule | CAL PDZ FP-1
O=C(Nc1ccc(Cl)cc1)Nc1ccc(Oc2cccnc2)nc1 | -0.8
CC(C)Nc1nnc(SCC(=O)Nc2sccc2C#N)s1 | -0.5
CC(Sc1nncn1C)C(=O)Nc1nnc(C(C)C)s1 (centres undefined) | -0.1

(more compounds)
SMILES | MITF act | AddAB inh | SR-BI uptake up | SR-BI DiI inh | E coli growth | Wnt act | CAL PDZ FP-1 | phage Ecoli inh | Tat export inh | CAL PDZ FP-2
CCOC(=O)CSc1nc2c(sc(=S)n2-c2ccccc2OC)c(=O)n1-c1ccccc1OC | -13 | -1.3 | -2 | 2 | -1.6 | 2 | / | -1.4 | 7 | 2
COc1ccc(NC(=O)Cc2nnc(SCC(=O)NC3CCCCC3)n2C)cc1 | 0 | 3.8 | / | / | 1.8 | -2 | -0.6 | 1.0 | -7 | 3
Cc1ccnc(NC(=O)CCC2COc3ccccc3O2)c1 (centres undefined) | 9 | 1.9 | / | / | 0.5 | 2 | -1.3 | 0.6 | 0 | 6
CCCCCC1CC(CC(=O)O)C(=O)O1 (centres undefined) | 1 | 2.3 | 49 | -49 | -0.7 | -4 | -0.5 | 2.9 | -4 | 4
C=CC[C@@H](Cc1ccc(F)cc1)C(=O)OC[C@@H]1CCCN1C(=O)[C@H](CC=C)CC(=O)NCCO | 2 | 2.4 | -39 | 39 | -2.0 | 3 | -1.7 | 0.3 | 6 | -2
Cc1ccc(NC(=S)NNC(=O)CCn2cc(C)cn2)cc1 | -2 | 1.4 | 21 | -21 | 1.2 | / | -0.1 | 2.2 | -7 | -2
Cc1ccc2oc(C(=O)N(C)Cc3cnccn3)c(C)c2c1 | 17 | 0.1 | 24 | -24 | 1.9 | 2 | -1.8 | -0.2 | -3 | -2
CC1(C)Cc2nc3sc4c(=O)n(CC(=O)NCc5ccco5)cnc4c3cc2CO1 | -5 | 0.4 | 10 | -10 | -1.7 | / | -3.3 | 1.1 | -10 | /
COc1ccc(NC(=O)Cc2coc3cc(C)ccc23)cn1 | -1 | 2.5 | 12 | -12 | -2.4 | 0 | -1.4 | 2.0 | 1 | -3
CCC(=O)c1ccc(OCC(=O)N2CCN(c3ccccn3)CC2)cc1 | 5 | 1.6 | 12 | -12 | 0.3 | 2 | -2.2 | 2.8 | -3 | -10
CCOC(=O)c1[nH]c(C)c(C(=O)NCc2ccc(Cl)cc2)c1C | -3 | 2.0 | -16 | 16 | -1.5 | / | -1.9 | 2.3 | 2 | -1
COc1ccc(C)cc1N(C)C(=O)Cc1c(C(=O)O)n(C)c2ccccc12 | -18 | -1.2 | 11 | -11 | 1.0 | -1 | 0.4 | -1.7 | -1 | -1
COc1ccc(C(=O)NNC2=CC(=O)CC(C)(C)C2)cc1 | 16 | 3.1 | -6 | 6 | 0.8 | -7 | -0.2 | 2.0 | -9 | -3
CC(=O)c1ccc(N/C=C\C(=O)c2ccc(C)cc2)cc1 | 93* | 3.8 | -14 | 14 | 0.8 | 66* | -1.0 | 1.5 | 0 | -5
Cc1ccc(/C=C/C(=O)NN2CCN(C)CC2)cc1 | 8 | -0.5 | 22 | -22 | 1.0 | 2 | -1.4 | 0.9 | -6 | -3
CCCc1c(C(=O)N/N=C(\C)c2ccc(O)cc2)nnn1-c1nonc1N | -1 | 2.0 | 5 | -5 | -0.2 | -5 | -2.1 | 2.3 | 2 | 0
COc1ccc(NC(=O)CSc2nc(C)cs2)c(OC)c1 | 11 | 6.5 | -9 | 9 | -2.4 | -2 | -1.9 | 1.2 | 1 | -1
Cn1nc(-c2ccccc2)c(CSc2ccccc2Cl)c1Cl | -8 | 1.6 | 3 | -3 | -0.2 | / | -0.9 | 0.8 | 5 | 2
COc1ccccc1NS(=O)(=O)c1cccc(-n2c(O)c(C=Nc3ccccc3C(=O)O)c3ccccc3c2=O)c1 | -22 | 2.4 | -34 | 34 | 0.6 | 8 | -0.6 | -0.1 | 16 | -2
Cc1cccc(-c2cc(C(=O)Nc3sc(C)c(C)c3C(N)=O)c3ccccc3n2)c1 | -4 | 2.3 | -27 | 27 | -0.8 | / | 0.5 | -1.3 | -1 | 3
COC(=O)c1ccc2c(=O)n(CC3CCCO3)c(SCC(=O)Nc3ccccc3Cl)nc2c1 (centres undefined) | / | 3.4 | -14 | 14 | 0.4 | / | -1.5 | 2.9 | 7 | 2
O=c1c2c(nc3c(-c4ccccc4)c[nH]n13)CCC2 | -3 | -2.9 | 6 | -6 | -7.3 | 6 | -1.5 | -2.4 | -3 | -3
